# GLA spleen mod: inhibitors or activators of human alpha-galactosidase in spleen homogenate. Potency, µM (top dose mostly 80 µM), inactives show at the highest dose activity change, negative = inhibition, actives largely listed as inhibitors. AID 2107. P06280. 240,000 compounds, 0.008% hits. human spleen homogenate, 4MU-alpha-Gal fluorescence, 40 min;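 further: potency means the concentration at half of the fitted maximal effect; 0% = enzyme with vehicle and -100% = no enzyme basal signal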
# Target sequence (P06280 32-429 limits assumed): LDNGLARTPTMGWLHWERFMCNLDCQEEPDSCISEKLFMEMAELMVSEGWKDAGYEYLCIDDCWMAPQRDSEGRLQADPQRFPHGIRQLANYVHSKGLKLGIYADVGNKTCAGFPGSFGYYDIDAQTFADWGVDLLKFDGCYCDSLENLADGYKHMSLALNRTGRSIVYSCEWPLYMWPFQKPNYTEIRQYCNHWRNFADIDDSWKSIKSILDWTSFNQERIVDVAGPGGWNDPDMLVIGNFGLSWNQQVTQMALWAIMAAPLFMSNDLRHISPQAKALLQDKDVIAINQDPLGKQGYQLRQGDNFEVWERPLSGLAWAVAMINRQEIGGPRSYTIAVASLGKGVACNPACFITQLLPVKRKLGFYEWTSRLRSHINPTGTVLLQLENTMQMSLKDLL
#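 Human spleen homogenate (1 ug) was the enzyme source, with 4-methylumbelliferyl-alpha-D-galactopyranoside (1 mM final) in pH 5.0 citrate buffer with 0.01% Tween-20. Compounds were titrated; after 40 min at 37C, NaOH/glycine stop, 4-MU fluorescence read; AC50 from Hill fits.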
# KinaseGlo FLuc: Kinase-Glo luciferase inhibition (counter-screen). Potency, µM (doses to about 38.3 µM), inactives show at the top dose activity change, negative = inhibition, actives largely listed as inhibitors. 200,000 compounds, 0.28% hits. Kinase-Glo luciferase, ATP luminescence, 8 min. AID 1379; further: potency means the concentration at half of the fitted maximal effect; on the % scale 0 is the no-effect control and ±100 the full control effect; nearly all actives have a fitted effect of over 60% in size
#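 Recombinant Kinase-Glo luciferase, 10 uM ATP (linear range), luciferin; imidazole pH 7.2 / KCl / MgCl2 / Tween / BSA buffer; 8 min RT; luminescence.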
# NPSR antag: blocks cAMP signaling of the human neuropeptide S receptor. AID 1461. Q6W5P4. Potency, µM (titrated, usually from 38.3 µM), inactives show top-dose activity change, negative = inhibition, hits mostly inhibitors. CHO-NPSR cells, cAMP TR-FRET, antagonist mode. 220,000 compounds, 1% hits; further: potency means the concentration at half of the fitted maximal effect; on the % scale 0 is the no-effect control and ±100 the full control effect; nearly all actives have a fitted effect of over 50% in size; many of its hits are not listed in these tables
# Target sequence (Q6W5P4 whole entry, looked up): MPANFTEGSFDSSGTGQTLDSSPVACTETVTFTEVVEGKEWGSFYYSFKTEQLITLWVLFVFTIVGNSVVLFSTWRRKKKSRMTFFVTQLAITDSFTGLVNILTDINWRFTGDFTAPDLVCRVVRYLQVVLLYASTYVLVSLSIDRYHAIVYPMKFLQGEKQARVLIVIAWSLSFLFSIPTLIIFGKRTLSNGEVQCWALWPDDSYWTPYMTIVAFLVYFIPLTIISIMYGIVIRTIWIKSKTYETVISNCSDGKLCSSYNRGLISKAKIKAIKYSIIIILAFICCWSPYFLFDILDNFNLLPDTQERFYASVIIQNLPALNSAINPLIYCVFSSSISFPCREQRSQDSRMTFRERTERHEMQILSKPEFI
# Lamin A splicing: LMNA splicing modulation. HeLa LMNA splicing GFP/RFP minigene ratio, 48 h. Potency, µM (series often up to 46.1 µM), for the others: top-dose ratio change, negative = inhibition, most hits filed as inhibitors. 200,000 compounds, 0.01% hits; active means well fitted inhibition curve with a large enough effect in the signal ratio, with a control signal flat, not every such curve was filed as active; inconclusive means small, poorly fitted or top-dose-only effect, or effect the other way, or a change in a side signal; the % refers to the signal ratio; further: potency means the concentration at half of the fitted maximal effect; on the % scale 0 is the no-effect control and ±100 the full control effect
#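 S3 HeLa cells stably expressing lamin A-EGFP splicing minigene plus DsRed2, 600 cells/well, 48 h compound exposure at 37C. Laser-scanning cytometry; analysed as GFP (500-530 nm)/RFP (575-640 nm) total intensity ratio; 0.5% DMSO vehicle.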
# Epigenetic reg: derepresses silenced GFP reporter in murine cells; murine LDR cells, GFP reporter derepression, 30 h; Potency, µM (doses to about 53.9 µM), inactives show at the highest dose GFP activation, hits mostly activators; 280,000 compounds, 0.2% hits; AID 1865; further: potency means the concentration at half of the fitted maximal effect; % of control where 0% means no effect; nearly all actives have a fitted effect of over 60% in size
#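 In this reporter-derepression format, murine cells bearing a silenced integrated CMV-GFP locus incubate with test compound (30 h, 37 C), then are washed and imaged; fluorescent objects of 20–120 um count as induced cells.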
# CBFb RUNX1 block: inhibitors of human CBF-beta and RUNX1 interaction; 230,000 tested, under 10 active; Q01196+Q13951; AID 1477; Potency, µM (doses to about 59.8 µM), without a hit: at the top dose activity, negative = inhibition, actives largely listed as inhibitors; AlphaScreen CBFb-His/RUNX1-biotin binding, biochemical; further: % of control where 0% means no effect
#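 Compounds were screened at multiple concentrations against a preformed CBF-beta(His)/RUNX1(biotin) complex (30 nM of each) for 15 min at room temperature, followed by 90 min with nickel and streptavidin beads and AlphaScreen reading.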
# IMPase Li cell: IMPase inhibition in cells with lithium potentiation; Potency, µM (series often up to 59.4 µM), for the others: top-dose activity, negative = IMPase inhibition, most hits filed as inhibitors; CHO-M1 cells, IP1 TR-FRET (IP-One), carbachol + lithium; 210,000 compounds, 0.35% hits;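 further: IP1 builds up when IMPase is blocked and the TR-FRET signal falls; potency means the concentration at half of the fitted maximal effect; plate controls were basal vehicle for no effect and high inhibitor control for full effect; nearly all actives have a fitted effect of over 50% in size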
#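 CHO cells stably expressing M1 receptor (2000/well, cultured 16–30 h) treated 30 min at 37C with compound plus low lithium. Cytosolic IP1 by TR-FRET (665/620 ratio and 620 channel) after 10 min lysis; AC50 by Hill fit.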
# Numbers without * were called inactive; ? = inconclusive; . = no result given; [ ] = remark or other dose. Unless noted, the call rests on the fitted dose curve; in most records, active means well fitted curve in the direction sought with a large enough effect; inconclusive means small, poorly fitted or top-dose-only effect, or another doubt; inactive means no such curve, though single readings can be large; an effect the other way counts as inactive or inconclusive. Only part of the results is shown; count on the stated rates, not on these rows.
SMILES,GLA spleen mod,KinaseGlo FLuc,NPSR antag,Lamin A splicing,Epigenetic reg,CBFb RUNX1 block,IMPase Li cell
Cc1ccc(CNC(=O)c2ccccc2NS(C)(=O)=O)cc1,7%,-3%,-7%[46.1 µM],-8%,-4.8%,10%,-6%[38.3 µM]
CNC(=S)N1CCN(C(c2ccccc2)c2ccccc2)CC1,-25%,0%,19%,?,1.1%,3%,7%
COC(=O)C1=C(C(=O)OC)[C@@H]2N(Cc3ccccc3)c3ccccc3[C@@]23C[C@@H](C(=O)OC)N(S(=O)(=O)c2ccc(C)cc2)C3=N1,0%[17.5 µM],-8%[7.66 µM],.,6%[9.22 µM],.,-20%[13.1 µM],9%
COc1cc(CN2CCN(c3ccccc3F)CC2)cc(OC)c1O,1%,1%,-3%[46.1 µM],0%,-2.1%,4%,0%[38.3 µM]
COc1cc(/C=N/NC(=O)c2cccc(S(=O)(=O)N3CCCCC3)c2)cc(Br)c1O,3%,2%,-26%,?,0.9%,-16%,10%
Cc1ccc(NC(=S)NCCc2c[nH]c3ccccc23)cc1,4%,-2%,-15%[46.1 µM],0%[0.0737 µM],-0.9%,-9%,3%[38.3 µM]
Cc1nnc(SCC(=O)NCc2ccco2)[nH]c1=O,-6%,-4%,-12%[46.1 µM],?,0.0%,?,3%
CC(C)C(NC(=O)c1ccccc1Cl)C(=O)OCc1nc2scc(-c3ccccc3Cl)c2c(=O)[nH]1 (stereo not given),-11%,-2%,-3%,?,-1.9%,-2%,0%
CC(=O)Nc1ccc(NC(=O)C(C)Sc2nnc(-c3cccs3)o2)cc1 (stereo not given),6%,.,-9%,.,-0.3%,9%,.
O=C(O)c1cccc(Nc2ncnc3sccc23)c1,-1%,-7%,22%,.,-4.6%,-1%,-4%
O=C(OCc1cc(=O)n2c(n1)sc1ccccc12)c1ccc(O)cc1,-3%,-2%,-3%,-5%,-2.0%,?,3%
CC(=O)Nc1cccc(N)c1,7%,.,.,.,.,1%[21.7 µM],3%

# Exported with each value named: entries from further up
> CC(=O)Nc1ccc(NC(=O)C(C)Sc2nnc(-c3cccs3)o2)cc1 (stereo not given)
  GLA spleen mod: 6% | KinaseGlo FLuc: . | NPSR antag: -9% | Lamin A splicing: . | Epigenetic reg: -0.3% | CBFb RUNX1 block: 9% | IMPase Li cell: .
> O=C(O)c1cccc(Nc2ncnc3sccc23)c1
  GLA spleen mod: -1% | KinaseGlo FLuc: -7% | NPSR antag: 22% | Lamin A splicing: . | Epigenetic reg: -4.6% | CBFb RUNX1 block: -1% | IMPase Li cell: -4%
> O=C(OCc1cc(=O)n2c(n1)sc1ccccc12)c1ccc(O)cc1
  GLA spleen mod: -3% | KinaseGlo FLuc: -2% | NPSR antag: -3% | Lamin A splicing: -5% | Epigenetic reg: -2.0% | CBFb RUNX1 block: ? | IMPase Li cell: 3%
> CC(=O)Nc1cccc(N)c1
  GLA spleen mod: 7% | KinaseGlo FLuc: . | NPSR antag: . | Lamin A splicing: . | Epigenetic reg: . | CBFb RUNX1 block: 1%[21.7 µM] | IMPase Li cell: 3%

# Next structures follow:
SMILES,GLA spleen mod,KinaseGlo FLuc,NPSR antag,Lamin A splicing,Epigenetic reg,CBFb RUNX1 block,IMPase Li cell
CCCCc1ccc(NC(=O)CC(C)(C)C)cc1,4%,-7%,-20%,2%,-6.0%,16%,4%
CC(C)(C)C(=O)N1CCC(O)(CS(=O)(=O)Cc2ccccc2Cl)CC1,3%,1%,15%[46.1 µM],-4%,-4.6%,1%,14%
O=C(CO/N=C/c1cccc([N+](=O)[O-])c1)NC1CCCCC1,3%,2%,2%,-11%,-1.1%,-5%,-4%
CC(=O)Nc1ccc2[nH]c3ccccc3c2c1,4%,.,-11%[46.1 µM],6%,-1.0%,3%,.
COc1ccc(CCC(=O)Nc2nc3ccccc3[nH]2)cc1,3%,-1%,0%[46.1 µM],13%,0.0%,2%,3%[38.3 µM]
COC(=O)Cc1c(O)ccn(C2CC2)c1=O,3%,1%,18%,18%[46 µM],-1.9%[10.1 µM],-1%,0%
CC(NC(=O)CN(C)CC(=O)Nc1ccc(F)c(F)c1F)c1ccccc1 (stereo not given),0%,1%,-5%,-8%[46 µM],-2.2%,6%,7%
O=C1CCCc2ccccc2N1Cc1cccc(Cl)c1,-8%,5%,-17%[46.1 µM],-3%,-2.2%,8%,1%[38.3 µM]
Cc1ccc(C2/C(=C(/O)c3cnn(-c4ccccc4)c3C)C(=O)C(=O)N2CCN2CCOCC2)o1 (stereo not given),-7%,2%,-13%[46.1 µM],16%,0.8%,-6%,17%[38.3 µM]
Cc1[nH][nH]c(=O)c1C(c1ccc(-c2ccc(C(=O)O)cc2)o1)c1c(C)[nH][nH]c1=O,-8%,?,9%,22%[46 µM],-1.1%,-9%,31%[activator]
COCCNC(=O)CN1CCC(NC(=O)c2ccco2)CC1,0%,-1%,4%,1%[46 µM],1.1%,-4%,5%
CC1=C(C)/C(=N\OS(=O)(=O)c2ccc(C)cc2)C=CC1=O,-8%,2%,?,?,-1.8%,8%,25%
C/C(CCc1ccccc1)=N\NC(=O)C1C2CCCCC21 (stereo not given),-10%,1%,13%,?,1.6%,-16%,-4%
CC(C)(C)S(=O)(=O)/C(C#N)=C/Nc1ccccn1,-14%,.,-4%,.,0.0%,-10%,.
CCOc1ccc2[nH]c(C)c(CN(C)C)c(=O)c2c1,9%,-4%,12%[46.1 µM],2%,0.0%,17%,0%[38.3 µM]
COc1ccc(NCc2nnc(SCC(=O)Nc3ccc(OC)cc3)n2C)cc1,6%,3%,6%,11%[46 µM],-2.2%,-5%,16%
COc1ccc(CC/C(C)=N\NC(N)=O)cc1,-2%,0%,13%,-2%,-1.0%,7%,-4%
COC(=O)C(CC(C)C)NC(=O)C(Cc1ccccc1)NC(=O)C1CCCN1C(=O)OC(C)(C)C (stereo not given),-4%,-3%,-4%,.,0.1%,14%,12%
CCCC[C@H](CC)CN1CN(C[C@@H](CC)CCCC)CC(C)(N)C1,-5%[29.1 µM],0%[17.1 µM],.,-16%,4.1%[16.9 µM],1%[21.7 µM],7%
C[C@@H](C(=O)N1CCNCC1)n1cc(CCC(=O)O)nn1,4%,.,-24%,.,-1.5%,19%,-6%
COc1cc2c(cc1NCc1ccc3c(c1)OCO3)oc1ccccc12,2%,3%,-12%[46.1 µM],?,-2.7%,?,-5%
O=C(/C=C/c1cccc2ccccc12)c1ccncc1,11%,1%,14%[46.1 µM],?,?,-4%,18%
CC1CCC(NC(=O)COc2ccc(C(=O)c3ccccc3)cc2)CC1 (stereo not given),3%,0%,-10%,?,-5.1%,0%,21%
COc1ccc(C(=O)C2CCCN(Cc3cnc(N4CCOCC4)s3)C2)cc1F (stereo not given),3%,.,-3%,.,1.1%,10%,.
Cn1cccc1CC(=O)N/N=C/c1cccc([N+](=O)[O-])c1,9%,0%,-1%,-7%[46 µM],-3.5%,-9%,10%
Brc1ccc(CSc2nnc(-c3cccnc3)o2)cc1,-3%,-1%,13%,?,3.8%,12%,0%
Cc1ccc2c(c1)N(CCC(=O)NCc1ccco1)C(=O)CO2,-6%,-2%,-8%[46.1 µM],-12%,0.0%,22%,18%[38.3 µM]
Cc1cc(C(=O)OCC(=O)N2CC(=O)Nc3ccccc32)no1,-11%,2%,5%[46.1 µM],4%,-6.4%,0%,0%[38.3 µM]
O=C(Nc1cccc(S(=O)(=O)Nc2ccccc2Cl)c1)c1ccc(N2CCCC2)c([N+](=O)[O-])c1,-2%,7%,-18%,-9%,0.0%,2%,-9%
Cc1cccc(N2C(=O)CC(SC(N)=Nc3ccccc3)C2=O)c1 (stereo not given),-4%,2%,12%,25%[46 µM],-2.7%,3%,7%
COc1ccc(/C=C/c2nc(-c3ccccc3O)n(-c3ccccc3)n2)cc1,0%,-1%,-33%,-4%,0.0%,-3%,1%
CC(C)(C)c1cccc(C2(O)C(=O)c3ccccc3C2=O)c1O,1%,.,-5%[7.67 µM],.,-0.4%,5%,.
O=C(O)CSc1nnc(-c2ccco2)o1,3%,-3%,-5%[46.1 µM],-2%,0.0%,-1%,-5%[38.3 µM]
CCCOC(=O)Nc1nc(-c2ccc(C)cc2)c(C)s1,1%,0%,-2%,.,-0.1%,7%,12%
CC1CN(S(=O)(=O)N2CCOCC2)CCN1S(=O)(=O)N1CCOCC1 (stereo not given),1%,2%,27%,14%[46 µM],-0.4%,9%,2%
CCOC(=O)CNC(=S)N(CCCN1CCCC1)Cc1cccs1,-5%,.,-9%,.,-1.3%,4%,5%
COC(=O)C(Cc1cnc[nH]1)NC(=O)C1CCC(=O)N1 (stereo not given),-13%,2%,9%[46.1 µM],-2%,-0.9%,1%,-1%[38.3 µM]
CCC(=O)Nc1ccc2nc(C3CC3)n(Cc3ccccc3)c(=O)c2c1,-3%,-16%,-9%[46.1 µM],1%,-1.0%,2%,6%[38.3 µM]
COCCNC(=O)c1ccc(CS(=O)(=O)c2ccc(C)cc2)o1,5%,0%,-7%[46.1 µM],5%,-1.9%,-10%,-11%[38.3 µM]
CCOc1ccc(C(=O)Nc2cccc(-c3ccc4nncn4n3)c2)cc1,-2%,2%,4%,-19%[46 µM],3.9%,3%,5%
Cc1ccc(CSc2nnc(SCC(=O)N/N=C/c3ccccc3OCC(=O)O)s2)cc1,-5%,.,8%,.,-0.4%,4%,.
Cn1nc(C(=O)Nc2ccc3c(c2)OCCO3)cc1C(=O)O,-6%,11µM*,8%,.,0.0%,6%,2%
COc1cccc(C(=O)Nc2nnc(-c3cccs3)s2)c1,21%,-4%,?,3%,0.0%,2%,-24%[38.3 µM]
CCOc1ccccc1Cn1c(=O)sc2ccccc21,12%,1%,-56%,.,2.2%,6%,17%
COc1ccccc1-c1cc(Nc2ccc(F)cc2)ncn1,-7%,.,.,?,.,.,1%
O=C(Nc1nnc(C2=COCCO2)o1)c1ccc(S(=O)(=O)N2CCOCC2)cc1,-18%,5%,5%,1%[9.22 µM],-5.8%,?,0%
COC(C[C@@H](O)CC(=O)COCc1ccccc1)OC,0%,.,22%,.,1.5%,13%,.
CCOC(=O)C1CCN(CCC(=O)Nc2cccc(Cl)c2)CC1,-4%,-1%,-8%[46.1 µM],-7%,-4.6%,-9%,7%[38.3 µM]
O=C(CSc1ncc(-c2ccc(F)cc2)n1Cc1ccco1)Nc1ccc2c(c1)OCO2,3%,-2%,?,?,-0.7%,?,5%[38.3 µM]
CCNC(=O)CCCOc1ccc(Cl)cc1Cl,-6%,-1%,2%[46.1 µM],8%,3.9%,7%,-17%[38.3 µM]

# Screening data: PubChem, National Center for Advancing Translational Sciences (NCATS)
